G9a block = inhibitors of human histone lysine methyltransferase G9a; Potency, µM (highest dose often 102 µM), for the others: at the top dose activity, negative = inhibition, actives largely listed as inhibitors; 8.8% of 350,000 active; G9a H3K9 monomethylation, AlphaScreen, 2 h; AID 504332; note: % is set by controls: 0 for no effect and ±100 for the full control effect; nearly all actives have a fitted effect of over 75% in size
Target sequence (Q96KQ7 913-1193 limits assumed): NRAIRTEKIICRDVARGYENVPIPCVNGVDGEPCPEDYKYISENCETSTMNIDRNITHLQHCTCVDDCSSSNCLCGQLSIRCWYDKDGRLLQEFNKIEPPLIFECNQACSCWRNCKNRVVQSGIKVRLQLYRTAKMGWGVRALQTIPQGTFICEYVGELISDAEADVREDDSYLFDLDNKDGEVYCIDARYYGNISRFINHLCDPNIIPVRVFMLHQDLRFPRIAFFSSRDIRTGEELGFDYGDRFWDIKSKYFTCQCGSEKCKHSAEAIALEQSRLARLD
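G9a (20 nM) preincubated 15 min RT with compounds, then 500 nM biotinylated H3K9 peptide and 20 uM SAM added; 2 h RT reaction. Monomethyl-H3K9 product detected by AlphaScreen with anti-H3K9me1 antibody, streptavidin donor and anti-rabbit IgG acceptor beads.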
APE1 inh = blocks human APE1 abasic DNA cleavage; recombinant APE1, TAMRA/BHQ-2 abasic DNA cleavage fluorescence; P27695; Potency, µM (series often up to 65.8 µM), without a hit: at the top dose activity change, negative = inhibition, usual class: inhibitors; AID 2517; 0.35% of 350,000 active;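 note: plate controls were vehicle for no effect and reference inhibitor for full effect; nearly all actives have a fitted effect of over 55% in size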
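Substrate: short duplex with […] THF abasic site, 5'-TAMRA and 3'-BHQ-2, 50 nM final. APE1 at 0.75 nM, preincubated 15 min RT with compound. Fluorescence increase from first to third read measured activity.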
POLH inh = inhibitors of human DNA polymerase eta | Q9Y253 | recombinant Pol eta, fluorescent DNA replication assay | Potency, µM (titrated, usually from 114 µM), without a hit: at the top dose activity change, negative = inhibition, most hits filed as inhibitors | 1.2% of 390,000 active; note: % is set by controls: 0 for no effect and ±100 for the full control effect
Target sequence (Q9Y253 whole entry, looked up): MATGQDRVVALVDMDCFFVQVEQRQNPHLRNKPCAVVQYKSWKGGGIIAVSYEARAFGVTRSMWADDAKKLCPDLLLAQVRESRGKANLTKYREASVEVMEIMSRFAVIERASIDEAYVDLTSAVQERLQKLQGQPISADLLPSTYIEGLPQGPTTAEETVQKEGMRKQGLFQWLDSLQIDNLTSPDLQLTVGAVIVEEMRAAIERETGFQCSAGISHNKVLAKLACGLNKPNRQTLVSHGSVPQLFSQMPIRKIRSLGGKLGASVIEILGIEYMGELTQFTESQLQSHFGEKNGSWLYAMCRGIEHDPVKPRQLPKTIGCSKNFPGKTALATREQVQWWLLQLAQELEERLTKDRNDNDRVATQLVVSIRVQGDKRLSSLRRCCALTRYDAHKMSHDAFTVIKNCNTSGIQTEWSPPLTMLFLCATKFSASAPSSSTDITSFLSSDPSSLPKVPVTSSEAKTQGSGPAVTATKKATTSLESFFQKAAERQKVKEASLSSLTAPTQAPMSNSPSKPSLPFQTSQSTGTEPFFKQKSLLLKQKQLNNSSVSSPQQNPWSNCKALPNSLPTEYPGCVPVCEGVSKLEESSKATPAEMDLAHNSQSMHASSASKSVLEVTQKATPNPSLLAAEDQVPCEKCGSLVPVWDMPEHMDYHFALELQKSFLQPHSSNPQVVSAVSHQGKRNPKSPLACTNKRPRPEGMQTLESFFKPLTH
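Pol eta at 10 nM preincubated with compounds 15 min at room temperature; reaction started with fluorescent substrate (50 nM final) and read kinetically at 0 and 10 min.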
POLB inh = inhibitors of human DNA polymerase beta | P06746 | Pol beta primer extension/strand displacement, fluorescence kinetic | Potency, µM (series often up to 114 µM), without a hit: top-dose activity change, negative = inhibition, hits mostly inhibitors | 1.3% of 340,000 active | AID 485314; note: % is set by controls: 0 for no effect and ±100 for the full control effect
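Kinetic readout of DNA synthesis with strand displacement by Pol beta. Compound and 10 nM enzyme sit 15 min at room temperature; 50 nM substrate starts the reaction, read immediately and at 10 min.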
JMJD2A Tudor = JMJD2A Tudor domain (human) inhibition. AlphaScreen JMJD2A-Tudor / H3K4me3 peptide binding. 4.4% of 390,000 active. O75164. Potency, µM (series often up to 114 µM), inactives show top-dose activity change, negative = inhibition, hits mostly inhibitors; note: % is set by controls: 0 for no effect and ±100 for the full control effect; nearly all actives have a fitted effect of over 50% in size
BAZ2B inh = inhibitors of human BAZ2B bromodomain; 4.4% of 360,000 active; AlphaScreen BAZ2B-H3K14Ac peptide displacement; Potency, µM (highest dose often 114 µM), for the others: at the highest dose activity change, negative = inhibition, actives largely listed as inhibitors; Q9UIF8; note: % is set by controls: 0 for no effect and ±100 for the full control effect; nearly all actives have a fitted effect of over 60% in size
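AlphaScreen displacement: compounds (up to 110uM) incubated 30 min at room temperature with a preformed 50 nM BAZ2B/50 nM biotinylated H3K14Ac peptide complex in PBS pH 7.4 with Tween-20. Donor and acceptor beads at 10 ug/mL final added, 20 min light-protected before reading.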
Pol kappa inh = inhibitors of human DNA polymerase kappa. 0.53% of 400,000 active. purified Pol kappa, fluorescent DNA synthesis assay, 10 min. Q9UBT6. Potency, µM (highest dose often 107 µM), inactives show at the highest dose activity, negative = inhibition, hits mostly inhibitors; note: % is set by controls: 0 for no effect and ±100 for the full control effect
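Readout: fluorescence, taken kinetically at 0 and 10 min. Conditions: 10 nM Pol kappa, 15 min RT compound preincubation, 50 nM substrate final. Controls: enzyme-free buffer wells.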
BLM helicase inh = Bloom syndrome helicase (human) inhibition; P54132; recombinant BLM DNA unwinding, fluorescence dequenching; Potency, µM (top dose mostly 56.1 µM), for the others: top-dose activity change, negative = inhibition, hits mostly inhibitors; 0.2% of 350,000 active;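 note: plate controls were vehicle for no effect and no enzyme for full effect; nearly all actives have a fitted effect of over 35% in size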
Pol iota inh = DNA polymerase iota (human) inhibition; Pol iota fluorescent replication assay, 10 min; Q9UNA4; Potency, µM (top dose mostly 115 µM), inactives show at the top dose activity, negative = inhibition, most hits filed as inhibitors; AID 588590; 1% of 390,000 active
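Pol iota at 10 nM preincubated 15 min with compounds at room temperature; reaction started with fluorescent substrate, 50 nM final. Fluorescence read kinetically at 0 and 10 min; buffer-only wells as negative control.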
Active calls of the source: *; ? = inconclusive; nt = not tested or not shown; & = joins results of further samples; [ ] = dose if it differs, or a comment. Calls come from the whole dose curve; as a rule, active = well fitted curve in the direction sought with a large enough effect; inconclusive = small, poorly fitted or top-dose-only effect, or another doubt; inactive = no such curve, though single readings can be large; an effect the other way counts as inactive or inconclusive. Potency is the fitted concentration of half-maximal effect.

The first four compounds as a preview:
APE1 inh	POLB inh	JMJD2A Tudor	Pol kappa inh	BAZ2B inh	BLM helicase inh	Pol iota inh	G9a block	POLH inh	structure
-2%	7%	25µM*	0%	3.5µM*	4%	132%[activator]	-46%	-20%	O=C(Oc1c(CN2CCOCC2)cc(Cl)c2cccnc12)c1ccccc1F
10%	24%	-16%	0%	0%	-13%	-12%	35µM*	-16%	CCCCNS(=O)(=O)c1ccc2nc(SCC(=O)c3ccccc3OC)[nH]c2c1
-6%	12%	3%	-9%	11%	4%	194%[activator]	45µM*	-9%	Cc1nnc(SCC(=O)Nc2ccccc2C(=O)NC2CC2)s1
-11%	6%	-2%	-7%	-4%	-1%	43%[activator]	-28%	-6%	Cc1ccc(Cn2cnc3c(cnn3-c3ccc(F)cc3)c2=O)cc1

Main list, from the first entry:
APE1 inh	POLB inh	JMJD2A Tudor	Pol kappa inh	BAZ2B inh	BLM helicase inh	Pol iota inh	G9a block	POLH inh	structure
-2%	7%	25µM*	0%	3.5µM*	4%	132%[activator]	-46%	-20%	O=C(Oc1c(CN2CCOCC2)cc(Cl)c2cccnc12)c1ccccc1F
10%	24%	-16%	0%	0%	-13%	-12%	35µM*	-16%	CCCCNS(=O)(=O)c1ccc2nc(SCC(=O)c3ccccc3OC)[nH]c2c1
-6%	12%	3%	-9%	11%	4%	194%[activator]	45µM*	-9%	Cc1nnc(SCC(=O)Nc2ccccc2C(=O)NC2CC2)s1
-11%	6%	-2%	-7%	-4%	-1%	43%[activator]	-28%	-6%	Cc1ccc(Cn2cnc3c(cnn3-c3ccc(F)cc3)c2=O)cc1
0%	1%	-10%	7%	-4%	-14%	-12%	-2%	9%	Cc1nc(N/N=C/c2ccc(O)cc2)c2cnn(-c3ccccc3)c2n1
-3%	-22%	-3%	-3%	-22%	5%	nt	-20%	-6%	CN(CCC#N)C(=O)COC(=O)/C=C/c1ccc2c(c1)OCO2
0%	-2%	4%	7%	7%	-5%	34%[activator]	1%[12.7 µM]	-21%	CCOc1ccc(NS(=O)(=O)c2ccc(OCC(=O)NCCCOC)cc2)cc1
14%	3%	-19%	-21%	-23%	-6%	84%[activator]	nt	-13%	O=C(O)CC1(O)C(=O)N(Cc2ccccc2)c2ccccc21 (stereo not given)
4%	1%	-13%	-19%	-3%	-9%	-24%[58.9 µM]	?	-4%	CCc1ccc(NC(=O)c2ccccc2NC(=O)C2CCCO2)cc1 (stereo not given)
5%	-14%	-6%	3%	-18%	-4%	16%	-32%[12.7 µM]	8%	O=S(=O)(NCCCCCNS(=O)(=O)c1ccc(F)cc1)c1ccc(F)cc1
-3%	-2%&1%	-13%&-4%	-16%&-5%	-7%&1%	2%&0%	16%&9%	7%[59 µM]	-19%&-12%	O=C(O)Cn1ccc2cc(S(=O)(=O)N3CCCCCC3)ccc21
-12%	31%	-28%	2%	?	-2%	-6%	10%	-10%	COc1ccc2nc(NC(=O)C3CC(=O)N(c4ccccc4)C3)sc2c1 (stereo not given)
21%	30%	-13%[11.4 µM]	-20%	-2%	0%	5%	nt	-10%	CC1CCN(CC(CS(=O)(=O)c2ccc([N+](=O)[O-])cc2)N2CCC(C)CC2)CC1 (stereo not given)
6%	47%	-3%	5%	4%	-4%	16%	9%[59 µM]	-20%	FC(F)(F)c1cccc(-c2noc(CN3CCOCC3)n2)c1
24%	1%	3.2µM*	-4%	22µM*	1%	178%[activator]	?	-5%	CC(C(=O)Nc1ccc(F)c(F)c1)N1CCN(C)CC1 (stereo not given)
14%	2%	-7%	0%	?	-6%	4%	7%[12.7 µM]	14%	O=C(c1cccc2c1C(=O)N(Cc1cccnc1)C2)N1CCN(c2ccccc2)CC1
-6%	19%	-17%	0%	-7%	-2%	0%	5%[2.33 µM]	-21%	Cn1c(=O)c2c(nc(OCCc3ccccc3)n2C)n(C)c1=O
49%[12.4 µM]	-3%	-1%	-7%	2%	0%	149%[activator]	26%[59 µM]	-17%	O=S(=O)(c1ccccc1)N1CCN(S(=O)(=O)N2CCCCCC2)CC1
9%	21%	-12%	-8%	-1%	1%	-14%	nt	-9%	Cc1ccc(S(=O)(=O)N2CCCOC2CNC(=O)C(=O)NCCN2CCOCC2)cc1 (stereo not given)
-14%	-1%	28%	-18%	13%	0%	28%	-4%[0.0925 µM]	5%	CCN(C(=O)c1cc2c(=O)n3ccccc3nc2n1CCCOC)C1CCCCC1
-5%	-1%	-14%	-2%	4%	-9%	15%	-16%[59 µM]	-15%	O=C(NCC(=O)N1CCC(N2CCCCC2)CC1)C1CCCCC1
-11%	39%	-15%	12%	-9%	-3%	53%[activator]	-4%	-14%	Cc1ccc(N2CC(C(=O)Nc3cccnc3)CC2=O)cc1Cl (stereo not given)
nt	3%	-9%	8%	-6%	1%	-15%	9%[59 µM]	-10%	CCC(=O)N1N=C(c2ccc(OC)cc2)CC1c1cn(-c2ccccc2)nc1-c1cccs1 (stereo not given)
0%	9%	?	-3%	?	2%	?	-9%	0%	O=C(/C=C/NNC(=O)c1ccc(Br)cc1)c1ccccc1
1%	25%	6%	-5%	7%	1%	3%	-8%[2.33 µM]	2%	COc1ccccc1N(CN1CCCC1=O)C(=O)COc1ccccc1
1%	4%	-12%	-4%	18%	-3%	3%	-17%[12.7 µM]	-11%	O=C(CSc1nc(-c2ccccc2)nc2c1CCCC2)N1CCOCC1
70%	6%	-11%	-1%	13%	-4%	26%	-10%	-16%	O=C(Nc1ccc(S(=O)(=O)N2CCOCC2)cc1)C1CC(=O)N(c2ccc(F)cc2)C1 (stereo not given)
?	24%	?	-12%	-36%	-7%	10%	-2%[59 µM]	-12%	CC(=O)n1cc([C@@H]2C=C(C(=O)N3CCN(Cc4ccc5c(c4)OCO5)CC3)O[C@H](OCCCCO)C2)c2ccccc21
1%	12%	-12%	-9%	6%	-2%	14%	45µM*	0%	Cc1ccc(CNc2nc3c([nH]2)c(=O)n(C)c(=O)n3C)cc1
19%	nt	-31%	-7%	9%	nt	?	10%[2.33 µM]	-15%	CCC(C)CCN1C(N(C)C)=NC[C@@H]1Cc1ccccc1 (stereo not given in full)
-1%	-10%	-21%	-13%	10%	1%	-3%	23%	-10%	O=C(Nc1ccc2nc3n(c(=O)c2c1)CCCCC3)c1ccccc1Cl
2%	nt	-15%	-1%	nt	nt	40%[activator]	nt	-15%	CC(=O)Nc1ccc(C(=O)OCC(=O)N2CCCC2=O)cc1
21%	11%&11%	-2%&-5%	7%&-4%	?	1%&1%	-1%&21%	31%	-16%&-5%	CCOCCCNC(=O)CN1C(=O)COc2ccc(S(=O)(=O)N3CCOCC3)cc21
1%	-2%	-3%	-10%	-1%	0%	12%	?	-12%	COc1ccc(C(C)=O)cc1COC(=O)c1cc(C)oc1C
4%	nt	-7%	-3%	1%	nt	10%	50µM*	-1%	CC(=O)c1ccc(OCCCC(=O)Nc2ccc(C)c(S(=O)(=O)N3CCOCC3)c2)cc1
3%	2%	-13%	5%	-8%	2%	39%[activator]	54%[activator][59 µM]	-13%	Cc1ccc(C(=O)N/N=C\c2cccs2)cn1
-9%	nt	?	-7%	nt	nt	33%[activator]	nt	-26%	O=S(=O)(c1ccccc1)c1nc(-c2ccccc2Cl)oc1NCCCN1CCOCC1
54%[activator]	4%	-36%	-21%	?	-5%	8%	4%	17%	O=C(N/N=C/c1coc2ccc(Cl)cc2c1=O)c1cc(O)cc(O)c1
4%	-27%	-3%	3%	29%	-2%	25%	?	-5%	COCCNC(=O)C(OC(=O)c1nsc(Cl)c1Cl)C(C)C (stereo not given)
0%&4%&15%	8%[57.1 µM]	-6%	0%	nt	nt	-2%	40%[activator][12.7 µM]	5%	CCCCCC(O)CCCC(=O)O (stereo not given)
nt	?	-12%	-10%	-15%	-10%	4%	6%[59 µM]	5%	CCc1ccccc1NC(=O)CSc1nc(-c2ccccc2OC)nc2c1Cc1c(CO)cnc(C)c1O2
3%	2%	-36%	-15%	?	2%	36%[activator]	17%[12.7 µM]	-18%	N#C/C(=C/c1ccc(-c2ccccc2[N+](=O)[O-])o1)C(=O)NCCN1CCCCC1
13%	3%	-14%	-6%	10%	2%	15%	-7%	-24%	COc1ccc(N2CCN(C(=O)CCN3C(=O)C4C5C=CC(C5)C4C3=O)CC2)cc1 (stereo not given)
36%	-11%	-13%	0%	2%	-6%	36%[activator]	22%	-15%	CCC(=O)Nc1c(-c2ccc(C)cc2)c(=O)c2ccccc2n1C
nt	9%	-14%	-4%[60.1 µM]	1%	-4%	8%	10%[59 µM]	-13%	CCOC(=O)c1c(C)[nH]c(CCC(=O)Nc2c(C)cccc2CC)c1C
nt	3%	-2%	10%	-25%	-3%	20%	-16%[59 µM]	-14%	COc1ccc(CNC(=O)c2cnn(-c3ccc(F)cc3)c2-n2cccc2)cc1
0%	30%	8%	-3%[60.1 µM]	-1%	2%	34%[activator]	7%	-3%	CCCOP(=O)(OCCC)C(NC(=O)C(C)(C)C)c1ccccc1 (stereo not given)
nt	?	2%	-7%	-1%	-2%	30%	5%[59 µM]	-19%	Cc1ccc2c(c1)cc(C(=O)NCc1ccc(F)cc1)n2C
-13%	nt	0%	-7%	-1%	nt	-2%	-1%[12.7 µM]	0%	CCCCN(C(=O)c1ccc(COc2ccccc2)o1)c1c(N)n(CC(C)C)c(=O)[nH]c1=O
-5%	-4%	-8%	-10%	2%	-2%	25%	-18%[2.33 µM]	-20%	COc1ccc(OCCNC(=O)C(c2ccccc2)c2ccccc2)cc1
25%	19%	12%	0%	-12%	1%	0%	18%	-8%	O=C(NCc1ccc2c(c1)OCO2)C1CCN(S(=O)(=O)c2ccc(F)cc2)CC1
46%[activator]	26%	5.6µM*	0%	11µM*	1%	151%[activator]	3.5µM*	-11%	COc1ccc(N2CCN(CC(=O)Nc3nc(C)cs3)CC2)cc1
-1%	0%	11µM*	-6%	71µM*	-3%	21%	?	-17%	COc1ccc(CNC2CCCc3ccccc32)cc1OC (stereo not given)
nt	23%	-22%	-9%[60.1 µM]	-9%	-8%	-18%	-32%[59 µM]	-14%	CCN(C(=O)CSc1nc2ccccc2n1CC(=O)Nc1cccc(C#N)c1)c1ccccc1
-2%	1%	-31%	-2%	5%	-10%	-13%	8.9µM*	-13%	O=C(Nc1ccc(N2CCCC2)c(Cl)c1)c1cccnc1

An excerpt, so the mix of outcomes need not match the whole.
